Assay outcomes from PubChem.
PDI inh = blocks human protein disulfide isomerase activity; P07237; PDI insulin aggregation turbidity, A650, 90 min; inhibition, % at 10 µM; hit rate 0.052% among 350,000;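 active means mean inhibition across replicates of 30% or more, whatever share of single replicates reach that level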;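 further: absorbance from insulin aggregation driven by PDI reduction with DTT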
m5-HT2A agonist = mouse HTR2A agonism via beta-arrestin recruitment; AID 624169; CHO-K1 mHTR2A beta-arrestin complementation, luminescence; percent of 30 µM serotonin response; activation, % at 7.6 µM; hit rate 0.66% among 360,000;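 active means activation above a run cutoff, the mean activation of all tested compounds plus 3 SD, cut at about 14% in these data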;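 further: 0% = plate median of compound wells and 100% = 30 µM serotonin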
CaV13 ICDI inh = Disruptors of the CACNA1D IQ motif to Ca2+-dependent inactivation inhibitor domain association, primary screening, Förster resonance energy transfer in intact living …. HEK cells, CFP/YFP FRET ICDI-IQ, plate reader, 10 min; percent FRET-ratio fall versus neutral wells. inhibition, % at 12.3 µM. hit rate 0.098% among 340,000;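 active means mean replicate inhibition of at least 30% and at least 1% of replicates passing that level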;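 further: 0% = median of the neutral control wells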
Exocytosis inh = blocks lytic granule exocytosis. TALL-104 LAMP-1 surface exposure, flow cytometry; cells stimulated with thapsigargin and PMA. inhibition, % at 10 µM. hit rate 0.66% among 360,000;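 active means inhibition above about 55%, limit read from the data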
MC4R barr agon = human MC4R agonism via beta-arrestin. P32245. U2OS MC4R beta-arrestin complementation, luminescence; percent of melanotan II response, DMSO zero. activation, % at 8.9 µM. hit rate 0.98% among 360,000. AID 540308;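 active means activation above a per-plate cutoff, the mean activation of sample wells on that plate plus 3 SD, cut at about 8% in these data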
Glyco luc inh = N-linked glycosylation inhibition; D54 ERlucT glycosylation luciferase reporter, 24 h; percent of 100 nM tunicamycin response; reporter increase, % at 12.5 µM; hit rate 0.23% among 360,000; AID 588692;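 active means mean luciferase reporter signal, scaled so untreated is 0 and the glycosylation-blocking control 100, at or above a set limit in every replicate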;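 further: luciferase carries N-glycosylation sites so blocking glycosylation raises the light; 0% = median of neutral control wells and 100% = median of 100 nM tunicamycin wells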
MC4R antag cAMP = human MC4R antagonism in cAMP assay; MC4R-expressing cells, MTII-stimulated cAMP, LANCE TR-FRET; hit rate 0.48% among 360,000; inhibition, % at 6.5 µM; AID 540295;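 active means inhibition above its plate's cutoff, the mean of tested wells on that plate plus 3 SD, cut at about 29% in these data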;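 further: 0% = Melanotan II alone and 100% = Melanotan II plus saturating MCL0020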
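Material: human MC4R-expressing U2OS cells. Probe or stimulus: Melanotan II challenge. Dosing: 6.5 µM single dose. Times: 30-min compound, 1-h challenge, 1-h detection, room temperature. Technique: TR-FRET with Eu-cAMP and labeled anti-cAMP, 671 nm. Replication: singlicate.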
ABCB6 inh MLPCN = inhibitors of human ABC transporter ABCB6; K562-ABCB6 porphyrin accumulation, flow cytometry, 1 h; hits give low values; Q9NP58; fluorescence ratio to DMSO, % at 10 µM; hit rate 0.19% among 360,000;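 active means fluorescence ratio to DMSO below 75%, the collection mean minus 3 SD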;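 further: signal is porphyrin accumulated inside mitochondria; 100% equals median channel fluorescence of DMSO control wells; lower ratio means ABCB6 inhibition with less porphyrin fluorescence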
Target sequence (Q9NP58 whole entry, looked up): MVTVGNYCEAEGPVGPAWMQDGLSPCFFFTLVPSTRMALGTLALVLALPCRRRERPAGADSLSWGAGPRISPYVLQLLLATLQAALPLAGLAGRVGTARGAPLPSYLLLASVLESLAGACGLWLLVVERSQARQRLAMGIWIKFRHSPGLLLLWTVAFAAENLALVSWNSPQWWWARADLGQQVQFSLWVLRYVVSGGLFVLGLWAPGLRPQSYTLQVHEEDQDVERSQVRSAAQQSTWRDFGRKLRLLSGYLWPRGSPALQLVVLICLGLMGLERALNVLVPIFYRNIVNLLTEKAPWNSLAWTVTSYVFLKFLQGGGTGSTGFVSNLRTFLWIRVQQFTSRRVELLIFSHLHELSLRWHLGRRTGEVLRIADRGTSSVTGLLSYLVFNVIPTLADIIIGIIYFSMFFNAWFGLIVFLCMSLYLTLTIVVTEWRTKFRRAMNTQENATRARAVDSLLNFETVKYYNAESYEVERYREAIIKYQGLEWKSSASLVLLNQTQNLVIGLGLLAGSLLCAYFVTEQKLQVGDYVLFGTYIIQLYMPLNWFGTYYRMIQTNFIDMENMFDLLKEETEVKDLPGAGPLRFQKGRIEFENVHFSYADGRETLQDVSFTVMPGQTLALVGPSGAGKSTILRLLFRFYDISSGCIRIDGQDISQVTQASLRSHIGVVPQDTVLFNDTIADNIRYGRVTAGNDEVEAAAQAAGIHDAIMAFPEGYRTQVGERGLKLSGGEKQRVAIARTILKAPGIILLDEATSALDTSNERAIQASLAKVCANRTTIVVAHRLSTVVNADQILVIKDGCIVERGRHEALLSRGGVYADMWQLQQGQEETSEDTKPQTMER
H9c2 protect = protects H9c2 cardiomyocytes from peroxide injury; H2O2 injury protection, ATPLite, 2 h; protection from H2O2 cell death, % at 20 µM; hit rate 0.63% among 360,000; AID 588492;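 active means compounds giving at least 50% protection of heart cells from peroxide-induced death in the single-dose screen, raw or plate-pattern-corrected value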;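 further: 0% = DMSO wells with peroxide and 100% = DMSO wells without peroxide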
ABHD5 PLIN5 PPI = inhibitors of human ABHD5-perilipin-5 interaction | inhibition, % at 4 µM | Split G. princeps luciferase complementation, luminescence, 4 h | AID 602281 | hit rate 0.78% among 360,000 | Q00G26+Q8WTS1;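 active means inhibition above the mean inhibition across every tested compound plus 3 SD, cut at about 22% in these data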;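 further: 0% = DMSO only wells and the 100% control is not disclosed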
* marks the source's active call; other numbers are inactive results; i = inactive; . = not tested or not shown.

smiles	ABCB6 inh MLPCN	Glyco luc inh	m5-HT2A agonist	MC4R barr agon	H9c2 protect	MC4R antag cAMP	PDI inh	ABHD5 PLIN5 PPI	Exocytosis inh	CaV13 ICDI inh
Cc1ccc(C(=O)OCC(=O)N2C(C)CCCC2C)s1 (centres undefined)	95.0	-1.5	-6.3	2.6	4.7	2.3	-10.4	8.8	-2.5	-1.3
COc1ccc2[nH]c3c(=O)n(CCCC(=O)NC4CCCCC4C)c(=S)[nH]c3c2c1 (centres undefined)	95.0	0.7	6.8	-2.0	3.8	3.8	12.3	-1.0	-2.5	-7.5
O=C(NC1CCCCC1)c1cccc(S(=O)(=O)N2CCCCC2)c1	99.0	-1.1	6.1	1.0	-0.7	2.7	7.6	-5.8	-9.5	-7.2
CCc1ccc(C(=O)CSc2nc3ccccc3c(=O)[nH]2)cc1	104.0	1.5	-3.2	0.5	17.2	-1.3	-1.0	-7.5	-1.4	-6.0
CS(=O)(=O)N(CC(=O)Nc1ccccc1C(=O)N1CCOCC1)c1cccc([N+](=O)[O-])c1	94.0	0.2	3.5	-1.0	2.8	-1.1	2.8	-0.5	0.2	-2.0
O=[N+]([O-])c1ccc(CN2CCN(Cc3c[nH]c4ccccc34)CC2)cc1	105.0	3.2	-1.3	-2.3	0.1	9.6	2.7	8.2	0.2	-6.3
COc1cc(/C=C/C(=O)N2CC(C)OC(C)C2)cc(OC)c1OC (centres undefined)	100.0	2.5	6.4	1.1	-5.5	-0.6	0.4	-7.1	-13.8	-4.5
O=C(CCl)Nc1cccc(Oc2cnccn2)c1	7.0*	-2.0	0.2	1.0	7.8	-8.0	2.9	-12.2	-12.2	-21.5
Cc1cc(-c2[nH]nc3c2C(c2ccc(Cl)cc2)C(C#N)=C(N)O3)c(C)s1 (centres undefined)	88.0	0.5	0.4	-2.4	12.3	0.2	3.8	3.9	-0.2	-4.0
Cc1ccc2oc(-c3cccc(NC(=O)c4cc(-n5cnnc5)ccc4Cl)c3)nc2c1	92.0	18.4	0.1	5.7	-5.2	10.4	-3.0	-8.1	4.2	-3.7
COc1cc(NC(=O)CN2c3cccc4cccc(c34)S2(=O)=O)cc(OC)c1OC	90.0	16.9	2.2	-3.3	-11.2	0.3	-0.1	5.0	-5.7	.
COc1ccc(C2c3ccc(O)cc3Oc3ncn4nc(-c5ccncc5)nc4c32)cc1OC (centres undefined)	99.0	1.2	2.9	-1.8	28.4	-15.7	1.7	5.7	1.1	-12.6
CC(=O)Nc1ccc(/C(C)=N/NS(=O)(=O)c2ccc(C)cc2)cc1	100.0	2.2	-8.5	-1.9	-2.9	-0.7	-5.6	-9.7	-0.2	.
O=c1c2c3c(sc2n(CCN2CCCCC2)c(=O)n1Cc1ccco1)CCCCC3	111.0	-8.2	-3.2	-1.3	-15.7	10.6	5.7	7.4	-0.8	-3.2
COc1ccc(-n2c(=S)[nH]c3cc(C(=O)NCc4ccccc4OC)ccc3c2=O)c(OC)c1	98.0	0.3	-10.7	-1.2	7.2	11.2	2.3	0.8	-5.4	-4.2
CC(NC(=O)Nc1ccccc1Cl)c1ccc2c(c1)OCO2 (centres undefined)	88.0	.	2.0	-0.3	-7.9	3.6	7.6	2.2	21.1	-7.4
CCCS(=O)(=O)NC(=O)C1(C)CCCN(C(=O)c2cc(F)ccc2C)C1 (centres undefined)	100.0	-0.9	-1.9	-2.3	-1.9	9.8	-3.5	1.7	-4.5	-4.3
O=C(COC(=O)c1cccnc1Cl)Nc1ccccc1OC(F)F	99.0	2.9	-0.4	2.4	-2.7	7.9	-3.8	-2.5	1.1	-4.6
CC(OC(=O)c1cc2ccccc2o1)C(=O)Nc1ccc(N2CCOCC2)cc1 (centres undefined)	97.0	0.0	1.1	-3.5	4.4	-3.1	-5.0	-2.4	1.8	-1.5
CCCCN1CCS(=O)(=O)N(Cc2ccccc2Br)CC(C(=O)OC)C1 (centres undefined)	96.0	-8.9	-3.8	-0.8	-5.7	0.1	10.1	1.4	-0.5	-7.3
Cc1ccc2nc(-c3ccc(O)c(O)c3)cn2c1	100.0	-16.8	1.7	-1.7	-4.2	-4.5	-2.5	-2.8	-1.7	-20.2
O=C1c2cccc3c([N+](=O)[O-])ccc(c23)C(=O)N1c1ccc(Cl)cn1	163.0	-15.9	-3.7	1.0	-17.5	-18.6	-2.1	3.9	54.0	-48.8
CC(=O)c1cc(C(=O)c2ccccc2)sc1Nc1ccccc1	99.0	-7.2	-3.7	-1.7	-11.4	1.9	-0.8	-0.1	2.1	-5.6
COC(=O)c1ccccc1NC(=O)CNC(=O)c1ccc(OC)cc1	106.0	0.9	5.3	1.2	2.5	4.5	-3.8	1.7	-0.7	-1.3
O=C(NN=Cc1ccc(F)cc1)C1CC1	93.0	0.2	5.3	-0.2	-1.4	-3.4	9.7	0.7	-4.1	-9.0
O=C(NCc1ccc2c(c1)OCO2)c1ccc2c(c1)S(=O)(=O)c1ccccc1C2=O	103.0	-3.2	-2.2	-1.7	10.9	3.3	-2.3	-9.8	5.5	-8.3
Cc1onc(-c2ccccc2)c1C(=O)Nc1ccc(Cl)cn1	95.0	-1.5	-1.4	1.1	-2.6	3.4	-2.7	1.1	0.3	-2.0
Cn1c(SCc2c(Cl)cccc2Cl)nc(C(F)(F)F)cc1=O	98.0	-4.1	-3.7	1.6	0.3	10.0	5.3	-2.4	-5.9	-7.1
Cc1ccc(NC(=O)CN(C)C(=O)c2cc3c(s2)CCCCC3)cc1	95.0	1.8	-5.1	1.0	-8.0	3.1	13.3	-9.8	10.7	-5.8
Cc1noc(C)c1COC(=O)CCCNC(=O)c1ccc(Cl)cc1	100.0	0.1	-2.9	-1.6	-2.8	5.2	-1.7	-1.5	-3.8	-1.5
COc1cccc(CC(NC(C)=O)C(=O)NC2CCN(S(=O)(=O)c3ccc(F)cc3)CC2)c1OC (centres undefined)	98.0	0.6	6.6	1.1	-2.9	18.4	1.0	-0.6	-5.1	2.6
O=C(CNC(=O)c1ccco1)NCC(=O)OCC(=O)c1ccc(Cl)c([N+](=O)[O-])c1	96.0	0.4	-11.8	-1.6	8.3	9.7	-9.0	8.4	15.5	-6.4
O=C(NCCO)C(O)C(O)C(=O)NCCO (centres undefined)	94.0	0.3	3.0	-2.9	5.0	16.2	-7.8	-1.3	-4.2	-4.5
O=C(NCc1ccccc1CN1CCCCC1)c1ccccc1N1CCCC1=O	94.0	-1.1	-6.3	-0.3	-1.7	6.5	6.9	-0.2	8.9	-2.6
Cn1ccc2c(N3CCCC3)cc3c(c21)C1CCC3C1 (centres undefined)	108.0	12.2	-0.1	.	-5.5	.	.	-16.2	2.0	-8.5
Cc1ccc(NC(=O)c2cc(-c3ccc4c(c3)OCO4)on2)cc1	93.0	2.3	1.2	0.8	-2.1	4.0	-7.5	-1.9	4.2	-2.0
CCOC(=O)C1CCN(C(=O)c2ccc(N(C)S(C)(=O)=O)cc2)CC1	93.0	2.4	-2.7	-1.0	4.2	8.8	9.8	8.3	0.6	.
O=C1OC(c2ccccc2)(c2ccc3cc(O)ccc3c2)c2ccccc21 (centres undefined)	i	-2.2	-5.4	4.7	-18.8	21.9	-2.6	1.1	23.7	-19.3
O=S(=O)(CS(=O)(=O)c1ccccc1)c1ccccc1	95.0	-2.5	0.6	-0.6	-0.9	3.8	-4.2	2.0	-0.5	-9.3
COc1ccc(CN=C2NN=C(c3ccccc3)CS2)cc1	101.0	-1.8	-5.7	-2.5	12.9	8.2	-5.3	-18.1	-1.8	-5.4
COc1ccccc1-c1noc(-c2ccco2)n1	95.0	-0.2	5.3	-1.0	.	2.4	-1.5	8.0	0.5	-2.0
O=C(NCCOc1ccccc1F)c1cccc(S(=O)(=O)N2CCN(c3ccccc3)CC2)c1	95.0	-6.4	-3.6	0.9	-5.3	13.0	-7.6	2.3	3.3	-6.5
O=C(COc1cccc(C(F)(F)F)c1)NCCCN1CCCC1=O	98.0	-0.6	6.4	1.2	-3.4	-5.4	2.2	9.9	-0.4	-7.3
O=C(NN=Cc1ccc(O)cc1O)c1ccccc1NS(=O)(=O)c1cccs1	97.0	-1.1	-7.2	-3.9	51.4*	5.1	7.6	6.2	-1.1	-4.9
Cc1cc(C)n(CCNC(=O)CC2C(=O)NCCN2CC2CCCCC2)n1 (centres undefined)	109.0	2.1	-2.1	1.6	-1.7	6.2	-8.3	-6.3	-5.7	-9.2
CCN1CCc2c(OCc3ccc(C(=O)OC)o3)cccc2C1=O	84.0	0.8	-2.8	-1.9	-2.6	-3.7	3.8	-1.1	-0.2	-1.8
COC(=O)c1ccccc1NC(=O)CSc1nc(Nc2ccccc2)nc(N2CCOCC2)n1	94.0	-10.3	0.2	-1.0	2.2	5.8	-0.5	3.7	-3.3	.
CCNC(=O)C1(C)CCN(C(=O)c2cc(OC)c(OC)c(OC)c2)C1 (centres undefined)	94.0	2.4	-2.4	-1.6	-2.2	1.2	18.1	-0.4	7.7	-9.2
O=C(CNC(=S)N(Cc1ccc(F)cc1)C1CCCCC1)NCCN1CCOCC1	97.0	2.3	-3.0	0.1	0.3	14.4	-0.1	-5.1	-1.8	-5.9
Cn1c(CNC(=O)c2ccco2)nnc1SCC(=O)N1CCN(c2ccccc2F)CC1	97.0	-0.8	-0.9	2.3	2.6	-8.3	4.4	6.9	-11.4	-2.3
N#Cc1ccc(OCC(=O)NCC(c2cccs2)N2CCOCC2)cc1 (centres undefined)	96.0	0.2	4.2	-3.0	-0.8	4.3	-3.1	5.5	-9.8	.
O=C(CN1C(=O)C2(OCCCO2)c2ccccc21)NCCc1ccccc1	103.0	-2.5	1.2	3.1	2.2	-3.3	0.0	0.0	-0.5	-7.7
CCC(=O)NC(c1cccs1)c1cc([N+](=O)[O-])c2cccnc2c1OC (centres undefined)	99.0	3.2	1.4	0.4	15.8	-5.1	6.5	3.1	-3.4	-8.6
O=C(NCCc1cnn(-c2ccccc2)c1)c1cc(COc2c(F)cccc2F)on1	100.0	-2.5	-1.4	1.0	-1.0	8.4	6.5	7.8	-1.1	-4.9
O=C(O)CCc1ccc(-c2cccs2)n1-c1ccc(C(=O)O)cc1	94.0	3.6	-0.7	-1.6	0.7	1.4	.	20.9	2.3	-1.7
CCc1cccc(C)c1NC(=O)COC(=O)c1cc([N+](=O)[O-])ccc1N1CCOCC1	103.0	-1.2	-3.3	-2.9	5.5	10.1	3.2	-6.7	-3.1	-3.8
